hcGAS inh = Primary biochemical luminescence assay for human cyclic GMP-AMP synthase inhibitors. hit rate 0.081% among 290,000. inhibition, % at 12.5 µM. Q8N884. recombinant h-cGAS, ATP depletion, Kinase-Glo luminescence;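 also: 0% = vehicle reaction and 100% = reaction without DNA for no activity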
Target sequence (Q8N884 whole entry, looked up): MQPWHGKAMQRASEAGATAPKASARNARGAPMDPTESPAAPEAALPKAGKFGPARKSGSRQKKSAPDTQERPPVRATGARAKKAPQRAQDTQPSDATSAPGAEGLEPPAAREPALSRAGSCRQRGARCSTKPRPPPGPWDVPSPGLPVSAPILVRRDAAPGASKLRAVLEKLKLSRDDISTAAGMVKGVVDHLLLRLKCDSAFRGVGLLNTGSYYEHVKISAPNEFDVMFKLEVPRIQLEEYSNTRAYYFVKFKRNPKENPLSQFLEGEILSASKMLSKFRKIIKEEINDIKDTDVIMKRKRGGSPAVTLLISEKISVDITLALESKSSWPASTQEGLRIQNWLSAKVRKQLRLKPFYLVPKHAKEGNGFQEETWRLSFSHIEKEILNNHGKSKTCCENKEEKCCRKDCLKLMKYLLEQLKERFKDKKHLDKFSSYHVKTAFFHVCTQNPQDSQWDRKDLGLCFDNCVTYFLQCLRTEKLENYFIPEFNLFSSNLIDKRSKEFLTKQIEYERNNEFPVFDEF
mcGAS inh = cyclic GMP-AMP synthase inhibitors, mouse, primary biochemical chemiluminescence | Q8C6L5 | recombinant cGAS, Kinase-Glo ATP depletion luminescence | inhibition, % at 12.5 µM | hit rate 0.15% among 160,000 | AID 1259399, 2018;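 also: 0% = negative control wells and 100% = reference inhibitor with no enzyme activity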
NPYLR7 ag = agonists of mosquito NPYLR7 receptor, primary screen, cell-based, Aedes aegypti, calcium fluorescence, mosquito biting behavior; Aedes aegypti neuropeptide Y-like receptor 7 (NPYLR7); HEK293T NPYLR7/Galpha15, GCaMP6s calcium fluorescence; activation, % at 10 µM; hit rate 0.15% among 270,000; in the data active = activation above about 40%;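 also: 0% = vehicle and 100% = reference agonist at the receptor; some compounds past the cut are filed as inactive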
Numbers without * were called inactive; / = not tested or not shown; & = joins results of further samples. Rule as the data show it, unless noted: active = inhibition above about 40%; inactive = the rest.

SMILES	hcGAS inh	mcGAS inh	NPYLR7 ag
CCn1cnnc1CCNC1CSCCSC1	0	/	-4
CCC(C)(CN(C)C)OC(=O)c1ccccc1 (stereo not drawn)	-10	-4	-1
CC1CN(C(=O)COC(=O)CCc2ccc(C#N)cc2)CC(C)O1 (stereo not drawn)	-6	/	3
CCCOc1ccc(-c2nonc2NC(=O)C2COc3ccccc3O2)cc1 (stereo not drawn)	-6	-15	8
CCCC(=O)N1CCCC1(C)C(=O)Nc1ccc(OC(F)F)cc1 (stereo not drawn)	-4	-2	-5
COc1cccc(C(=O)N(C)CC(=O)Nc2cc(C(C)(C)C)nn2-c2ccc(C)cc2C)c1	-2	-6	4
O=C(NCCc1cnc[nH]1)c1cncn1-c1cccc(-c2cccc3c2sc2ccccc23)c1	-5	-10	2
CCc1nn(-c2ccccc2)c(Oc2cccc(F)c2)c1CN(CCOC)CC(O)Cc1ccccc1 (stereo not drawn)	-7	-7	5
OCC1CCN(c2nnc(-c3cc(Cl)cc(Cl)c3)s2)CC1	-10&-6	/	3&9
COc1ccc(-n2ccn3c(C)nnc3c2=O)cc1Cl	-6	-8	4
O=C(Nn1cnc2ccccc2c1=O)C1CC(=O)N(CCc2ccccc2)C1 (stereo not drawn)	-9	/	11
COCc1c(Br)c(C)nc(OCC(=O)N/N=C\c2ccc(OC)c(OC)c2)c1C#N	-5	-7	11
C=CCNC(=O)NC1CCN(c2ccccc2C(=O)NCC=C)CC1	-3	-5	1
c1ccc(CCC2CCCCN2Cc2cn[nH]c2-c2cc3ccccc3o2)nc1 (stereo not drawn)	-9	/	8
CCN(C(=O)c1ccc(=O)n(C)c1)C(C)Cc1ccc(OC)cc1 (stereo not drawn)	-6	-19	7
CCn1nc(C)cc1C(=O)N1CCCC(Nc2ccc(C(C)C)cc2)C1 (stereo not drawn)	3	/	-5
O=C(Nc1ccc(N2CCC(Cc3ccccc3)CC2)c(C(=O)NCc2ccc(F)cc2)c1)Nc1ccccc1F	-3	-6	-2
CCn1cc(C(=O)N2CCN(CC(=O)NCc3ccccc3)CC2)c2nn(-c3ccccc3)c(=O)c-2c1	-10	-9	-4
CCOC(=O)N1CCN(C(=O)c2ccc(N3CCC(NCCc4cnccn4)CC3)cc2)CC1	3	1	-1
COCCN(Cc1ccc(O)c(Cl)c1)Cc1cnn(C)c1	-5	-11	7
COc1cc2c(cc1NC(=O)c1ccco1)NC(=O)CC2c1nccs1 (stereo not drawn)	-3	-17	8
O=S(=O)(Nc1ccc(-n2cnnn2)cc1)c1cccc(F)c1	-5	/	2
COc1ccc2cc(CN3CC(C)CC(C)C3)c(Cl)nc2c1 (stereo not drawn)	3	4	-1
CCCN(CC1CCCO1)C(=O)c1cc2ccccc2n1C (stereo not drawn)	-3	-16	/
Cc1cc2c(cc1O)NC(=O)CC2c1ccc(Sc2nncn2C)o1 (stereo not drawn)	-2	-17	13
COc1ccccc1CC(=O)N1CCC(c2cc3ccccc3[nH]2)CC1	-7	/	12
CC(C)c1ccc(CC2(C)C(=O)Nc3cc(-c4ccc(F)cc4F)ccc32)cc1 (stereo not drawn)	0	-3	0
O=C(OCc1nnc(-c2cccs2)o1)c1cc2c(s1)CCC2	-1	/	-1
COc1ccc(S(=O)(=O)N(C)Cc2nc(N)nc(N(C)C)n2)cc1	-2	/	4
O=C(NC1CCS(=O)(=O)C1)c1ccc(I)cc1 (stereo not drawn)	-7	/	7
NC(=O)c1cnc2n1CCN(C(=O)c1csc(-c3cccs3)n1)C2	-9	/	14
O=C(CN1C(=O)NC2(CCCC2)C1=O)N1CCN(S(=O)(=O)c2cccs2)CC1	-8	/	3
CCN(CC)S(=O)(=O)c1c(C)nn(S(=O)(=O)c2ccc(Cl)cc2)c1C	-8	/	5
Cc1nc(C)c(Cc2cccc(C(F)(F)F)c2)c(N2CCN(C(=O)c3ccc4c(c3)OCO4)CC2)n1	-7	-8	5
OCc1ccc(CN2CCCC(N3CCN(Cc4ccc5c(c4)OCO5)CC3)C2)o1 (stereo not drawn)	-5	-7	4
CN(C)S(=O)(=O)c1ccc2c(c1)/C(=C/c1cc3c([nH]1)CCCC3)C(=O)N2	-1	-6	1
Cc1noc2nc(CCC(=O)NC3CCCCCC3)nc(N3CCOCC3)c12	-9	-6	/
CSc1ccccc1C(=O)NNC(=O)c1ccc(=O)n(Cc2ccc(Cl)cc2)c1	-5	-7	-7
CC(N)=O	-1	-3	1
COC(=O)c1ccc(/C=N\Nc2nc(N3CCOCC3)nc(N3CCOCC3)n2)cc1	-6	-5	-1

Ordered by molecular weight (rising): part of the list above.
SMILES	hcGAS inh	mcGAS inh	NPYLR7 ag
CC(N)=O	-1	-3	1
CCCN(CC1CCCO1)C(=O)c1cc2ccccc2n1C (stereo not drawn)	-3	-16	/
COCCN(Cc1ccc(O)c(Cl)c1)Cc1cnn(C)c1	-5	-11	7
O=S(=O)(Nc1ccc(-n2cnnn2)cc1)c1cccc(F)c1	-5	/	2
O=C(OCc1nnc(-c2cccs2)o1)c1cc2c(s1)CCC2	-1	/	-1
COc1ccc(S(=O)(=O)N(C)Cc2nc(N)nc(N(C)C)n2)cc1	-2	/	4
Cc1cc2c(cc1O)NC(=O)CC2c1ccc(Sc2nncn2C)o1 (stereo not drawn)	-2	-17	13
NC(=O)c1cnc2n1CCN(C(=O)c1csc(-c3cccs3)n1)C2	-9	/	14
O=C(NC1CCS(=O)(=O)C1)c1ccc(I)cc1 (stereo not drawn)	-7	/	7
COc1cc2c(cc1NC(=O)c1ccco1)NC(=O)CC2c1nccs1 (stereo not drawn)	-3	-17	8
CN(C)S(=O)(=O)c1ccc2c(c1)/C(=C/c1cc3c([nH]1)CCCC3)C(=O)N2	-1	-6	1
Cc1noc2nc(CCC(=O)NC3CCCCCC3)nc(N3CCOCC3)c12	-9	-6	/
CC(C)c1ccc(CC2(C)C(=O)Nc3cc(-c4ccc(F)cc4F)ccc32)cc1 (stereo not drawn)	0	-3	0
CCN(CC)S(=O)(=O)c1c(C)nn(S(=O)(=O)c2ccc(Cl)cc2)c1C	-8	/	5
OCc1ccc(CN2CCCC(N3CCN(Cc4ccc5c(c4)OCO5)CC3)C2)o1 (stereo not drawn)	-5	-7	4
O=C(CN1C(=O)NC2(CCCC2)C1=O)N1CCN(S(=O)(=O)c2cccs2)CC1	-8	/	3
CSc1ccccc1C(=O)NNC(=O)c1ccc(=O)n(Cc2ccc(Cl)cc2)c1	-5	-7	-7
Cc1nc(C)c(Cc2cccc(C(F)(F)F)c2)c(N2CCN(C(=O)c3ccc4c(c3)OCO4)CC2)n1	-7	-8	5

(list continues)
SMILES	hcGAS inh	mcGAS inh	NPYLR7 ag
FC(F)Oc1ccc(-c2csc(=Nc3cccnc3)n2N=Cc2ccc3c(c2)OCO3)cc1	-11	/	0
CCc1[nH]n(-c2cccc(Cl)c2)c(=O)c1C1=C([n+]2cc(C)cc(C)c2)C(=O)N(c2ccccc2)C1=O	-1	-2	-5
CC(=O)Nc1cc(-c2nc3ncccc3o2)ccc1Cl	-3	-4	8
O=C(CN1CCCCCC1=O)NNC(=O)c1ccc(OC2CCCC2)cc1	-7	-17	1
Oc1ccc(-c2csc(=NCC(F)(F)F)n2N=C2CCCCC2)c(O)c1	-4	/	0
Cn1cc(C2CC2C(=O)N2CCN(C3CCCC3O)CC2)cn1 (stereo not drawn)	-20	/	0
COc1cccc(C2CCCCN2Cc2nc(-c3cc4c(cc3Cl)OCO4)oc2C)c1 (stereo not drawn)	-6	/	5
Cc1nc2nc(CN3CCCC(CCc4ccccc4C)C3)cc(=O)n2[nH]1 (stereo not drawn)	-6	-11	4
CCN1CCCC1CNC(=O)CCC1CCN(Cc2c(C)n(C)c3ccccc23)CC1 (stereo not drawn)	-7	-10	4
COC(=O)c1cc(-c2ccccc2)nc2c1c(-c1ccco1)nn2C1CCS(=O)(=O)C1 (stereo not drawn)	0	/	-3
Cc1ccc(-c2cc(C(=O)Nc3ccccc3)c3cccc(C)c3n2)cc1	-1	-1	-5
CCOC(=O)CC1C(=O)NCCN1C(=O)CCC(=O)c1ccc(CCCC2CC2)cc1 (stereo not drawn)	-4	-7	-6
CCOCCCN(CC(=O)N1CCc2sccc2C1c1ccccc1)S(=O)(=O)c1ccc(F)cc1 (stereo not drawn)	6	2	-3
Cc1ccc(CC(=O)N2CCCC2C2CCNCC2)cc1 (stereo not drawn)	-9	-7	7
Cc1cc(Br)c(Cl)cc1NC(=O)C1C2CC3OC(=O)C1C3C2 (stereo not drawn)	3	/	0
COc1cccc(CN2CCN(Cc3ccc(OC)cc3F)CC2=O)c1	-1	/	3
COc1cc(C(=O)N2CCc3c([nH]c4ccccc34)C2c2ccccn2)c2ccccc2n1 (stereo not drawn)	-4&2	-4&0	13&-7
O=C(c1cccc(C(F)(F)F)c1)C1CCCN(C(=O)CCc2ccc3c(c2)OCO3)C1 (stereo not drawn)	-6	/	5
CNC(=O)CN1C(=O)CN(C(=O)C2CCCC2)CCC(OC)c2ccccc21 (stereo not drawn)	-1	-5	6
O=C(Nc1ccc(C(F)(F)F)cc1)c1cc(=O)[nH]c2ccccc12	-6	/	-5
CCCc1cc(C(=O)Nc2ccc(C)c3ncccc23)n[nH]1	1	/	-3
CCN(CC)S(=O)(=O)c1ccc2c(c1)nc(SCc1cc(OC)cc(OC)c1)n2CC1CCCO1 (stereo not drawn)	-4	-7	4
COc1ccc(Cl)cc1C(=O)Nn1cnc2c(cnn2-c2cccc(Cl)c2)c1=O	-9	/	3
N=C1C(=O)OCC1c1ccccc1NC(=O)c1ccccc1 (stereo not drawn)	-10	/	-7
COc1cccc(OCCn2c(C(C)NC(=O)c3ccco3)nc3ccccc32)c1 (stereo not drawn)	-7	-9	-2
Cn1cc(-c2cnc3c(NC=O)cc(-c4cccc(C(F)(F)F)c4)cn23)cn1	-1	-5	-2
CC(C)Cn1cc(NC(=O)C(C)(C)NC(=O)Nc2ccccc2)cn1	3	/	8
O=C(Oc1coc(CSc2ncccn2)cc1=O)c1cc2ccccc2oc1=O	-1	-6	-12
CCNC(=O)N(CCC(C)C)Cc1c(-c2ccccc2)noc1N1CCc2ccccc2C1	1	0	-2
CC(c1nc2ccccc2s1)N(C)C(=O)CNc1cc(Cl)ccc1N1CCOCC1 (stereo not drawn)	6	/	2
CCOC(=O)CCNC(=O)NCc1nnnn1-c1ccccc1	-3	-5	21
COCCN(Cc1csc(COc2ccc(OC)cc2)n1)C(C)=O	0	-4	52
Cc1ccc2sc(N(Cc3cccnc3)C(=O)c3ccc(C#N)cc3)nc2c1C	-6	-9	-3
CCCCS(=O)(=O)N[C@@H]1CN(c2ncccn2)C[C@H]1CN(C)C	-11	-6	/
COCCN(CC(=O)N(CCc1c[nH]c2ccccc12)Cc1ccc(OC)c(OC)c1)C(=O)c1ccc(Cl)c(Cl)c1	-5	-1	-1
CCCC(=O)N1CCC(C(=O)N(C)CC2(O)CCCC2)CC1	-13	/	-1
CCN(CC1CCCN(CCc2cccc(F)c2)C1)C(=O)CSC (stereo not drawn)	-7	/	3
COc1ccccc1CNC(=O)CN1CCC(O)(c2ccc(F)cc2)CC1	4	0	4
CC1=C(C(=O)Nc2ccccc2)C(c2cccc(O)c2)NC(=S)N1 (stereo not drawn)	-1	/	-10
NS(=O)(=O)c1ccc(S(=O)(=O)N2CCOCC2)cc1	-3	/	4
O=C(Nc1cnccc1Cl)c1csc(Br)c1	-6	/	9
Cn1cccc1CN(Cc1cccs1)C(=O)c1nc2ccccc2s1	-3	/	21
CCN(CC)c1ccc2cc(-c3nnc(Nc4ccccc4OC)s3)c(=O)oc2c1	1	-4	-4
c1cc2c(cc1CNCc1ccc3c(c1)OCO3)OCO2	-12	/	0
CCCN(Cc1cccnc1)C(=O)c1ccc(Cl)cc1OC	-4	/	7
CCCCc1nn2c(=O)c(NC(=O)c3ccc(C)cc3)cnc2s1	-22	-7	-1
COCc1ccc(CNC(=O)c2cc(Cl)cn2C)cc1	-7	/	3
O=S(=O)(/C=C/c1ccc(Cl)cc1)NCc1ccco1	-7	-9	6
O=C(NCCc1cccc(Cl)c1Cl)Nc1nncs1	5	/	-13
CCC1CCCCN1Cc1nc2c(c(=O)n(C)c(=O)n2C)n1CC(N)=O (stereo not drawn)	-4	/	0

Next part:
SMILES	hcGAS inh	mcGAS inh	NPYLR7 ag
O=C(NC(c1ccccc1)c1ccc2ccccc2n1)C1CCN(CC2CC2)CC1 (stereo not drawn)	-4	-2	16
CC(=NNC(=S)NC(C)C)c1ccc2c(c1)OCCO2	-4	/	2
O=C(O)c1cccn(Cc2ccccc2F)c1=O	-6	/	-2
COc1cc(C=C2N=C(C(C)(C)C)OC2=O)ccc1OC(F)F	-1	2	5
CSc1ccc(C(=O)CCC(=O)Nc2ccc(NC(C)=O)cc2)cc1	-7	/	-7
CCCCC(=O)Nc1nc(-c2ccc(Cl)cc2)cs1	-4	-4	5
CCC(c1ccccc1)N(C)CC(O)COC (stereo not drawn)	-21	/	-5
Clc1cccc(-c2noc(CN3CCN(C/C=C/c4ccccc4)CC3)n2)c1	-8	-11	14

Screens: PubChem BioAssay, Fisher Drug Discovery Resource Center
